UBC13 polyUb – human UBC13 polyubiquitination inhibition; P61088; inhibition, % at 20 µM; 0.47% of 330,000 active; UBC13 polyubiquitin chain formation, TR-FRET; AID 485273; in the data active means inhibition above about 45%, passing the limit was not always enough
SENP8 block-1 – blocks the human protease SENP8; Q96LD8; 1.2% of 330,000 active; inhibition, % at 10 µM; purified SENP8, Z-RLRGG-aminoluciferin cleavage, luminescence; AID 2540; in the data active means inhibition above about 50%
Apaf1 inhib – human Apaf-1 inhibition | O14727 | reconstituted apoptosome caspase-3 activity, DEVD-Rh110 fluorescence | inhibition, % at 20 µM | 0.71% of 330,000 active | AID 489030; active means inhibition of at least 40% at 20 µM;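 further: plate controls were DMSO wells for no effect and DEVD-CHO caspase inhibitor wells for full effect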
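Material: biochemical Apaf-1 apoptosome reconstitution. Medium: Hepes buffer, pH 7.5. Also added: cytochrome c activation, bis-DEVD rhodamine 110 substrate. Timing: 30 min compound preincubation, 50 min activation, room temperature. Measured by: rhodamine 110 fluorescence at Ex 480/Em 540 nm.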
APOBEC3G inh – inhibitors of human APOBEC3G DNA deaminase | Q9HC16 | recombinant A3G, ssDNA deamination FAM/TAMRA fluorescence | inhibition, % at 20 µM | 0.28% of 330,000 active | AID 493012;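 active means inhibition of at least 40% at 20 µM, with no more than 30% in the related APOBEC3A deaminase screen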;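 further: plate controls were DMSO wells with A3G for no effect and wells lacking A3G enzyme for full effect; some compounds called inactive have numbers as strong as hits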
Target sequence (Q9HC16 whole entry, looked up): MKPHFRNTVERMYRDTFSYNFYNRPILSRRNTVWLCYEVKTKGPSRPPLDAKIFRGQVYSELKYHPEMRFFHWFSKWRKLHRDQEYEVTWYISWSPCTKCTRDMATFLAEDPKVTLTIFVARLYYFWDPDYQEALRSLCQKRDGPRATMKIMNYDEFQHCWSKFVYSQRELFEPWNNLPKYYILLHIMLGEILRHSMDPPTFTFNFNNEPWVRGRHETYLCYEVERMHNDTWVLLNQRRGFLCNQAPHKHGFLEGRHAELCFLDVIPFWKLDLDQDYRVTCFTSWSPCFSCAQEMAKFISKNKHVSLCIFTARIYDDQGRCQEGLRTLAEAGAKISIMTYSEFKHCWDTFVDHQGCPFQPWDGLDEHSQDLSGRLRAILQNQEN
SENP8 block-2 – blocks human SENP8 cleavage of Nedd8 substrate | Q96LD8 | recombinant SENP8, Nedd8 substrate fluorescence | inhibition, % at 20 µM | 0.64% of 360,000 active | AID 602440; in the data active means inhibition mostly above about 40%, no sharp cut-off; inactive means mostly below about 27%
SENP1 inh – inhibitors of human SENP1 SUMO protease catalytic domain; Q9P0U3; recombinant SENP1 catalytic domain, CyPet-SUMO1-YPet FRET cleavage; inhibition, % at 10 µM; 0.21% of 360,000 active;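 active means inhibition at least 30% at 10 µM, raw YFP signal under a set limit, fluorescence ratio 0.5 to 1.5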;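 further: 0% = enzyme with DMSO and 100% = no enzyme wells; some results filed as inactive read as strong as hits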
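system = hSENP1 catalytic domain, recombinant | reagent = SFCypet-SUMO1-SFYpet substrate at 25 nM | doses = one dose per compound, 10 µM, 0.5% DMSO | incubation = enzyme reaction for 50 min at room temperature, dark | measured by = FRET, CFP and YFP emission | controls = no-enzyme low, enzyme-DMSO high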
SENP7 inh – SENP7 protease inhibition; recombinant SENP7, Z-RLRGG-aminoluciferin luminescence, 40 min; inhibition, % at 5 µM; 1.5% of 330,000 active;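 active means inhibition above about 50% at the single test dose, limit read from the data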;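 further: plate controls were DMSO with enzyme for no effect and no enzyme buffer wells for full effect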
Target sequence (Q9BQF6 706-1050 limits assumed): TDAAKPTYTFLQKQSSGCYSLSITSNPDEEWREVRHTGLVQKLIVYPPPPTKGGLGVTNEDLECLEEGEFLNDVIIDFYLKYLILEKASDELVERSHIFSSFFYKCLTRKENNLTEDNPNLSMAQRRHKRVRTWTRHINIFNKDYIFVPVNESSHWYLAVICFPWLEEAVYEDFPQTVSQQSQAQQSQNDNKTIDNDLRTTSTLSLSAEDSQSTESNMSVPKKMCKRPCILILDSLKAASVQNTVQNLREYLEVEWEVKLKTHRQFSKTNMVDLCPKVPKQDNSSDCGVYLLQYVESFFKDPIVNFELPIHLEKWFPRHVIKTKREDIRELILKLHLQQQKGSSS
SENP6 block – SENP6 protease inhibition; Q9GZR1; inhibition, % at 10 µM; 1.8% of 330,000 active; Recombinant SENP6 catalytic domain, aminoluciferin luminescence;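 active means inhibition above about 50% at the single tested dose, limit read from the data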;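 further: plate controls were DMSO wells with enzyme for no effect and DMSO wells lacking enzyme for full effect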
* = called active by the depositor; x = no result given. Hits appear at their usual frequency, and some 3.6% of all compounds hit somewhere here.

Values run as follows: UBC13 polyUb	SENP8 block-1	Apaf1 inhib	APOBEC3G inh	SENP8 block-2	SENP1 inh	SENP7 inh	SENP6 block
COc1ccc(Cl)cc1NC(=O)C/C(C)=N/NC(=O)C(=O)NCc1ccccc1
    -1	2	13	2	14	-1	3	9
COc1ccc(CC2CC(=O)N(c3ccc(C)cc3)C2=O)cc1 (stereo not drawn)
    4	12	0	-7	4	-1	1	8
Cc1cc(C)c(S(=O)(=O)c2ccccc2C)c(OCCN(C)C)n1
    1	5	0	-2	17	0	6	-11
CCc1cccc(CC)c1NC(=O)C1CSC2(C)CCC(=O)N12 (stereo not drawn)
    4	1	5	-9	8	1	-6	-22
C=CCN1C(=O)CSc2ccc(C(=O)NCc3cccs3)cc21
    -1	-4	5	-3	2	1	7	3
O=C(Cc1cccs1)N(CC1CCCO1)C1(C(=O)NC2CCCC2)CCCCC1 (stereo not drawn)
    -11	-9	-6	-9	-31	-1	-8	7
CC(NC(=S)Nc1ccc(S(N)(=O)=O)cc1)c1ccc2c(c1)OCO2 (stereo not drawn)
    0	6	2	-1	19	4	8	7
COc1cc(/C=C/C(=O)N2CCN(C(=O)/C=C/c3cc(OC)c(OC)c(OC)c3)CC2)cc(OC)c1OC
    -1	-10	1	-11	-176	-1	2	-13
CCCn1c(=O)[nH]c(=O)c2c(C(=O)OCC)cc(-c3cccs3)nc21
    22	4	19	-14	-469	1	11	-14
COc1cc(C(=O)OC(C)C(=O)Nc2ccc3c(c2)OCO3)ccc1OCc1c(C)noc1C (stereo not drawn)
    -5	-12	21	-7	22	2	-8	-2
CCOc1ccc(S(=O)(=O)N2CCCC(C(=O)N3CCN(CC)CC3)C2)cc1Cl (stereo not drawn)
    2	-2	5	-5	15	-1	-2	-7
O=C(N/N=C/c1ccncc1)C12CC3CC(CC(C3)C1)C2
    -10	-2	5	-14	12	1	-21	-12
COc1cc(CNC(=O)C2CCCC2)cc(OC)c1OC
    -6	-15	9	-6	14	3	-7	4
Cc1[nH]nc2c1C(c1ccsc1C)C(C#N)=C(N)O2 (stereo not drawn)
    -4	3	-5	-2	21	2	1	6
CC(NC(=O)C(=O)NN=C1CCCCCCC1)c1ccccc1 (stereo not drawn)
    -1	-3	4	0	12	-1	-2	-19
Cc1ccc(CN2C(=O)c3ccccc3C2C(=O)NCC2CCCO2)cc1 (stereo not drawn)
    -1	2	1	1	11	0	4	5
O=C1[C@@H](c2ccccc2)[C@@H](c2ccccc2)N1c1cccnc1
    x	x	23	0	-26	-12	-2	x
Cc1c(NC(=O)COC(=O)C2(c3ccccc3F)CCCC2)c(=O)n(-c2ccccc2)n1C
    -10	5	0	-3	17	1	3	7
CCOCCCn1c(=S)[nH]c2cc(C(=O)NC3CCCC(C)C3C)ccc2c1=O (stereo not drawn)
    -6	0	-13	-6	25	-1	1	7
COc1cc(N)n(S(=O)(=O)c2ccc(C)cc2)n1
    9	0	3	14	19	2	8	-11

The results go on.
Values run as follows: UBC13 polyUb	SENP8 block-1	Apaf1 inhib	APOBEC3G inh	SENP8 block-2	SENP1 inh	SENP7 inh	SENP6 block
Cc1cc(C)c(NC(=O)CSc2cccc[n+]2[O-])c(C)c1
    11	-3	-7	-10	5	3	3	-2
CCOC(=O)CSc1nnc(CNC(=O)c2ccc(OC)cc2OC)n1-c1ccc(OC)cc1
    8	-7	-9	-6	9	0	-4	2
Cc1ccc(S(=O)(=O)N2CCCN(S(=O)(=O)c3ccc(C)cc3)CC2)cc1
    0	3	28	-4	19	-3	-3	11
O=C(c1ccoc1)N1CCC(CO)(CCc2ccccc2)CC1
    19	0	-21	-16	6	0	-1	-9
N#Cc1cccc(S(=O)(=O)NCC(=O)NCCCc2ccccc2)c1
    2	-4	-1	-10	-9	-4	-6	29
O=C(NC(C(=O)NCCN1CCOCC1)C12CC3CC(CC(C3)C1)C2)C1CCCCC1 (stereo not drawn)
    2	-3	5	-3	16	3	-1	0
O=C(C[C@@H]1C/C=C\C[C@@H](Cc2ccc(F)cc2)C(=O)OCCNC1=O)NCCO
    14	9	-2	-7	4	1	-8	-3
COc1cccc(CNCCO)c1OCc1ccc(Cl)cc1
    3	-7	0	-8	0	0	1	-38
CN(C)CCCSc1nc(-c2ccccc2)nc2c1CCC2
    14	-5	1	-1	25	0	-11	-7
CNc1ccc(C2(O)C(=O)c3ccccc3C2=O)cc1
    -2	-7	4	0	2	-1	0	-11
CCOC(=O)C1CCN(C(=S)Nc2cccc(C)c2)CC1
    -4	-11	7	-7	11	3	-9	-22
O=C(CN1C(=O)c2ccccc2S1(=O)=O)c1ccc(OC(F)F)cc1
    -3	-2	11	-4	4	2	-10	7
COc1ccc(C2=CC(=O)C[C@H](c3ccc(OC)cc3)C2)cc1
    4	-3	17	-8	8	2	5	-14
Cc1nnc2c(NCCc3ccccc3)nc3ccccc3n12
    -6	-6	17	-7	0	2	-6	7
CCOC(=O)CNC(=O)c1c(C)nn(C)c1Cl
    -16	-5	6	-7	12	1	-16	-1
Cc1[nH]c(=O)nc(SCc2ccc(Cl)c(Cl)c2)c1C#N
    -4	-16	1	-6	-5	-23	-12	-42
Cc1cc(=O)n2[nH]c(-c3ccsc3-n3c(C)ccc3C)cc2n1
    12	9	5	43*	-35	-16	-2	3
COc1ccccc1NC(=O)CCN1CCCCCC1
    0	-12	-12	-4	6	1	-6	-17
CCC(CC)C(=O)c1c[nH]c(C(=O)NCc2ccccc2)c1
    7	6	3	-7	11	2	-1	9
Cc1sc2nc(C3CC3)nc(SCC(=O)N3CCc4ccccc4C3)c2c1C
    -1	-3	17	-4	19	-11	-1	2

(further entries)
Values run as follows: UBC13 polyUb	SENP8 block-1	Apaf1 inhib	APOBEC3G inh	SENP8 block-2	SENP1 inh	SENP7 inh	SENP6 block
COC(=O)c1ccc(C2C(C(=O)OCC(C)C)=C(C)N=C3SCCC(=O)N32)cc1 (stereo not drawn)
    -3	-6	14	6	7	0	1	2
COc1ccc(NC(=O)CN(C)S(=O)(=O)c2ccc(Br)s2)cc1OC
    4	0	7	-6	17	2	4	-28
CC1CCC(NC(=O)C(NS(=O)(=O)c2cccc3nsnc23)C(C)C)CC1 (stereo not drawn)
    -5	1	-8	-5	9	1	7	1
COC(=O)c1cc(OCC(=O)NC2CCCc3ccccc32)cc(C(=O)OC)c1 (stereo not drawn)
    1	0	9	-8	5	0	-3	4
Cc1nonc1N1CCN(Cc2cn[nH]c2-c2ccc(F)cc2F)CC1
    15	1	-4	-4	7	-4	4	9
Cc1ccc(C2=C/C(=C\c3cccnc3)C(=O)O2)cc1
    3	-1	-5	10	-398	-28	2	2
CC(NC(=O)COc1ccccc1)C(=O)N1CCN(c2ccc(F)cc2)CC1 (stereo not drawn)
    -3	-9	-4	-6	5	1	-5	-13
Nc1ccc(S(=O)(=O)NCC(=O)OC2CCOC2=O)cc1[N+](=O)[O-] (stereo not drawn)
    13	13	-18	-7	6	2	-6	7
CC1(C(=O)NCc2cc(F)cc(C(F)(F)F)c2)C=CC2(CCCCC2)N1C(=O)c1ccccc1 (stereo not drawn)
    7	2	10	-10	15	-2	3	10
Cc1nnc(SCCC(=O)Nc2ccccc2Cl)o1
    -5	-2	2	-6	10	2	1	-5
COc1ccc(C(Nc2ccccn2)c2oc(CO)cc(=O)c2O)cc1 (stereo not drawn)
    12	-3	-5	-3	0	3	1	-5
CC1CN(C(=S)NC(=O)c2cccc([N+](=O)[O-])c2)CC(C)O1 (stereo not drawn)
    -4	0	-17	-4	22	3	-7	-12
COc1ccc(N(C2=NCCCS2)S(=O)(=O)c2ccc(C(C)(C)C)cc2)cc1
    3	2	1	-5	3	2	6	-2
CCC(C)c1ccccc1NC(=O)c1cccnc1 (stereo not drawn)
    -9	-6	-19	-4	4	0	3	17
CCC(C)(C)NC(=O)CCCSc1nc2ccccc2s1
    -6	-5	-1	-4	7	1	-2	-14
Cc1cc(C)cc(NC(=O)C2CCCC2)c1
    -7	-9	-2	-5	0	0	-8	-14
